Screening data as filed in PubChem.
FID counter = fluorescent intercalator displacement, NS3 helicase counter-screen; DNA fluorescent intercalator displacement, fluorescence; inhibition, % at 7.9 µM; 0.17% of 290,000 active; AID 1845; in the data active = inhibition above about 37%;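 also: 0% = vehicle and 100% = reference compound; higher means more ethidium bromide displaced from hairpin DNA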
M18AAP inhibitor = PfM18AAP enzyme inhibition | 1.2% of 290,000 active | recombinant PfM18AAP, H-Glu-NHMec fluorogenic cleavage | inhibition, % at 7.35 µM | AID 1822;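 active = inhibition above the campaign mean inhibition over all tested compounds plus 3 SD, cut at about 28% in these data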;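 also: 0% = plate median of test compound wells and 100% = 2 mM ZnCl2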
OXTR agonist = activates the human oxytocin receptor; 0.32% of 320,000 active; CHO-OTR cells, Fluo-8 calcium fluorescence; normalized: DMSO 0%, oxytocin 100%; P30559; activation, % at 3 µM; AID 2435;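 active = activation above the mean of all tested compounds plus 3 SD, cutoff set per screening run, cut at about 20% in these data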;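 also: peak over basal fluorescence ratio from a 100 s FLIPR kinetic read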
Target sequence (P30559 whole entry, looked up): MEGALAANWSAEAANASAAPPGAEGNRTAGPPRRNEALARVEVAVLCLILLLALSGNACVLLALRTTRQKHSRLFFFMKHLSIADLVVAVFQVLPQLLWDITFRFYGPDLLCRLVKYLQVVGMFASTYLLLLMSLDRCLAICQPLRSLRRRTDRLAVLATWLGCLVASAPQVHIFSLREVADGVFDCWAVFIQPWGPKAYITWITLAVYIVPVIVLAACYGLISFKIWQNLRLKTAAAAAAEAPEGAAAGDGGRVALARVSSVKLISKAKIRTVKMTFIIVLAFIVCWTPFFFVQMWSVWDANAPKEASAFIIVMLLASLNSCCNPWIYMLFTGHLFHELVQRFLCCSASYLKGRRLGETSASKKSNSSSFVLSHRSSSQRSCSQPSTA
GPR7 antagonist = human neuropeptides B/W receptor 1 antagonism; P48145; GPR7-expressing cells, fluorescence antagonist assay; inhibition, % at 4.4 µM; 1.1% of 290,000 active; in the data active = inhibition above about 16%, passing the limit was not always enough;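 also: cells stimulated with the agonist NPW; 0% = agonist with vehicle and 100% = vehicle without agonist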
Target sequence (P48145 whole entry, looked up): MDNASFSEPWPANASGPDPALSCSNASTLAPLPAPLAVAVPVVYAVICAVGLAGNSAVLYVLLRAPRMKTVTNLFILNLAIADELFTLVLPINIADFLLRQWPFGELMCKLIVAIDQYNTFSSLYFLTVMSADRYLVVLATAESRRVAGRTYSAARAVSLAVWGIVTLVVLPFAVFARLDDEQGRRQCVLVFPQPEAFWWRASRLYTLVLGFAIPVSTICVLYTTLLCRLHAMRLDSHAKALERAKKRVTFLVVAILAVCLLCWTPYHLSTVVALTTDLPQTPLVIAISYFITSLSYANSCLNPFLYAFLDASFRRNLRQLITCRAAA
MEKK2 WT-MEK5 = raises or lowers MEK5 binding to wildtype human MEKK2 PB1 domain; Q9Y2U5; bead flow cytometry, Alexa488-MEK5 binding to MEKK2 WT; actives lie on both sides; binding response (% of control), % at 10 µM; 1.1% of 290,000 active; in the data active = binding response below about 67% or above about 130%
PHOSPHO1 inh = PHOSPHO1 (human) inhibition. recombinant PHOSPHO1, absorbance phosphatase assay. 1.1% of 290,000 active. Q8TCT1. inhibition, % at 13.3 µM; in the data active = inhibition above about 60%
Target sequence (Q8TCT1 whole entry, looked up): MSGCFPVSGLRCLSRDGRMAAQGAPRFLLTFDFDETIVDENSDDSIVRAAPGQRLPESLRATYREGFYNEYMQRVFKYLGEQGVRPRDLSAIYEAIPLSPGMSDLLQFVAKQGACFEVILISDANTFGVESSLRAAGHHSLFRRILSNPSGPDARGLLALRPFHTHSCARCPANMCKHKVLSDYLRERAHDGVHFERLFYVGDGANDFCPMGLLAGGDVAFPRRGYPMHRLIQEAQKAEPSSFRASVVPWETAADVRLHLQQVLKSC
NALP1 yeast inh = inhibitors of NALP1 inflammasome in yeast | 0.61% of 280,000 active | inhibition, % at 10 µM | S. cerevisiae NALP1/ASC/caspase-1 growth, X-gal OD620, 72 h; in the data active = inhibition mostly above about 24%, no sharp cut-off; inactive = mostly below about 32%; also: some compounds called inactive have numbers as strong as hits
MEKK2mut PB1 HTS = signal of MEK5 binding to mutant human MEKK2 PB1 domain; bead flow cytometry, Alexa488-MEK5 binding to MEKK2 mutant; percent response, % at 10 µM; 0.35% of 290,000 active; AID 1530; in the data active = percent response above about 24%, passing the limit was not always enough; also: inactives centre near 1; some results filed as inactive read as strong as hits; reference of the scale not given here
MEKK3 PB1 HTS = modulators (inhibitors or enhancers) of MEK5 binding to human MEKK3 PB1 domain; binding response (% of control), % at 10 µM; 1.4% of 290,000 active; bead-based flow cytometry, Alexa488-MEK5 binding to MEKK3; actives lie on both sides; 0 = blocked by unlabeled MEK5, 100 = vehicle; Q99759;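 active = binding response more than 3 SD above or below the average of its plate-row segment, actives on both sides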;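 also: Alexa488 bead fluorescence after subtracting the streptavidin-only scavenger bead signal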
Numbers without * were called inactive; . = no result given.

SMILES	FID counter	M18AAP inhibitor	OXTR agonist	GPR7 antagonist	MEKK2 WT-MEK5	PHOSPHO1 inh	NALP1 yeast inh	MEKK2mut PB1 HTS	MEKK3 PB1 HTS
Cc1c(C(=O)N2CCC(C)CC2)oc2ccc(S(=O)(=O)N3CCC4(CC3)OCCO4)cc12	-42	-3	3.1	6	110	10	24	9	113
CC(Sc1nc(-c2ccccc2)cc(C(F)(F)F)n1)C(=O)Nc1ccc2c(c1)OCO2 (stereo unspecified)	3	-3	-2.4	-4	95	-1	-47	-2	98
CCOC(=O)c1sc(Nc2nc3c(OC)cccc3s2)cc1C	-6	4	-2.7	-15	111	-40	11	4	106
O=C(NCC1CCN(Cc2ccc(Cl)cc2)CC1)C1CCCN(c2ncnc3c2nc2n3CCCCC2)C1 (stereo unspecified)	15	-8	-0.5	15	132	18	-2	25*	107
Cc1cc(C)nc(SCC(=O)Nc2sc3c(c2C#N)CCC(C)C3)n1 (stereo unspecified)	-14	-2	12	-5	105	.	.	4	103
Cc1csc(NC(=O)CCNC(=O)c2ccc([N+](=O)[O-])cc2)n1	2	-1	0.7	-1	102	8	20	7	98
COc1cccc(NC(=S)NNC(=O)Cn2nc(C(F)F)cc2C(F)F)c1	-12	19	-0.5	-1	99	36	4	3	98
COc1cc(C)c(S(=O)(=O)n2nnc3ccccc32)cc1C	3	2	0.1	1	100	3	10	3	95
CCOc1ccccc1N(CC(=O)Nc1cc(OC)ccc1OC)S(C)(=O)=O	-32	-11	-0.8	-1	111	-15	-11	4	116
CC(=O)c1ccc(N2CCN(C(=O)C3CCCN(S(=O)(=O)c4c(C)[nH]c(=O)[nH]c4=O)C3)CC2)cc1 (stereo unspecified)	-24	-13	-0.3	-5	100	-15	0	-1	106
COc1ccc(S(=O)(=O)N2CCN(c3ccc(F)cc3)CC2)cc1OC	-15	-6	2.3	-6	108	29	5	11	104
N=c1n(CCN2CCOCC2)c2ccccc2n1CC(O)COc1ccccc1 (stereo unspecified)	26	8	0.1	4	94	17	16	-4	91
Cc1ccc(Cn2c(CN3CC(C)OC(C)C3)nc3c2c(=O)n(C)c(=O)n3C)cc1 (stereo unspecified)	-14	5	0.2	-8	103	-9	13	1	102
N#Cc1nnn(Cc2ccccc2)c1N	-1	-2	0.5	-9	87	2	11	-11	95
Cc1nc2c3cc(Cl)ccc3n(CCN3CCOCC3)c2s1	-5	1	-1.1	3	97	42	.	0	101
CCOc1cc(/C=C(\C#N)C(=O)Nc2cccc(C(=O)O)c2)cc(Br)c1OC(=O)c1ccc(OC)cc1	0	-13	-1.6	11	90	22	18	-10	100
COc1ccccc1C(=O)N/C(=C\c1cn(C)c2ccccc12)C(=O)N1CCCC1	-50	12	1.0	-10	98	-9	4	0	99
COC(=O)c1ccc(OC(=O)c2cccs2)cc1	-6	0	0.9	4	105	-12	-1	5	100
Cc1ccc(CC2CC(=O)N(c3ccc4c(c3)OCCO4)C2=O)cc1 (stereo unspecified)	-19	-5	0.1	-6	105	-2	15	5	106
O=c1[nH]c(Cc2ccccc2)nc2scc(-c3ccccc3)c12	-7	-1	-2.2	-3	104	4	2	9	110
CN(CC(=O)Nc1ccc(F)c(F)c1F)C1CCCCC1	-1	6	-0.3	1	97	-3	7	0	100
O=C(Oc1cccc(N2C(=O)C3C4c5ccccc5C(c5ccccc54)C3C2=O)c1)c1ccco1 (stereo unspecified)	-20	-6	-0.3	1	99	-11	34	9	98
O=C(NCCCN1CCCC1)[C@H](CSCc1ccccc1)N1Cc2ccccc2C1=O	14	-12	-0.3	-2	96	22	.	-4	97
CC(C)(C)NC(=O)C1Cc2ccccc2CN1C(=O)Nc1cccc(Cl)c1 (stereo unspecified)	-14	-4	-1.5	0	107	31	6	3	104
Cn1c(CC2Sc3ccccc3NC2=O)nnc1SCC(=O)c1ccc(Cl)cc1 (stereo unspecified)	-13	18	0.3	-13	100	12	9	-2	99
COc1cc(/C=C(\CC(=O)O)c2nc3ccccc3s2)cc(OC)c1O	-31	24	-0.3	0	94	13	-1	-6	99
Fc1cccc(C2NC(=S)NC3=C2N2CCC3CC2)c1 (stereo unspecified)	-1	10	0.9	-12	108	26	19	2	103
CCOC(=O)c1sc(NC(=O)C(CC)OC(=O)c2ccco2)nc1C (stereo unspecified)	-18	-15	0.9	-10	103	24	8	3	104
Cc1cc(C)nc(NS(=O)(=O)c2ccc(Br)cc2)n1	-4	0	0.8	-12	102	51	6	1	97
COc1ccc(NC(=O)Cn2nnc(C(=O)NCc3ccccc3)c2N)c(OC)c1	-5	3	2.0	-10	95	2	8	-3	99
Cc1nc(-c2ccc(C(F)(F)F)cc2)sc1C(=O)NN	-1	-15	0.4	-16	95	33	26	-10	94
COc1ccc(NC(=O)Cn2nnc3ccccc32)c([N+](=O)[O-])c1	3	0	3.6	-13	94	16	-3	-8	93
O=C(Nc1ccc(F)cc1F)c1noc2c1CCC2	-7	-2	1.9	-5	105	-21	0	4	101
COc1ccccc1/C=C/C1=NC(=C\N(C)C)/C(=O)O1	-3	5	-2.6	-5	97	5	7	1	95
O=C(Oc1ccc(N(C(=O)c2ccncc2)S(=O)(=O)c2ccc(Cl)cc2)cc1)c1ccncc1	-8	5	2.7	-12	96	40	5	-2	100
CCCCNC(=S)Nc1ccc(-c2nc3ccc(C)cc3s2)cc1	-12	1	0.1	-10	105	6	17	0	134*
COC(=O)c1sc2ccccc2c1NC(=O)c1ccc(S(=O)(=O)N2CCCCC2)cc1	0	-6	-0.3	-14	91	-11	37	-2	94
c1ccn2c(Cc3nnc4ccccn34)nnc2c1	3	13	0.8	-7	100	8	-3	-1	96
COC(=O)c1cc(CSc2nnc(NC3CCCCC3)s2)oc1C	-36	6	4.5	4	102	-57	-14	1	103
COc1ccccc1NCC(=O)c1ccc(Cl)cc1	-8	22	-1.6	6	101	35	-9	3	100
Cc1ccc(-c2csc(NC(=O)CSc3ncn(-c4ccccc4)n3)n2)cc1	-3	5	-0.2	-6	101	-14	-1	0	103
O=C(CN1CCN(C(=O)C2CCCO2)CC1)Nc1ccc(Br)cc1 (stereo unspecified)	-12	0	0.5	0	106	13	9	7	102
O=C(CN1CCN(c2ccccn2)CC1)N1c2ccccc2CCc2ccccc21	-28	3	0.9	6	93	-26	8	-4	95
Cc1ccc(-n2nc3c(c2NC(=O)c2cccs2)CS(=O)(=O)C3)cc1	-16	-1	1.1	-2	89	31	24	-3	91
COc1cc(CNC(C)(C)C)ccc1OCC(=O)NC(C)(C)C	4	1	-0.3	-6	82	33	-13	-8	94
CN(C)c1c(F)cc(-c2nn[nH]n2)cc1F	6	-4	1.6	-15	104	34	11	8	103
Cc1ccccc1-c1nnn(Cc2ccc(F)cc2Cl)n1	-18	7	-1.4	-4	105	20	6	9	105
Cc1cc(-c2nnc(CCC(=O)NC(C)(C)C34CC5CC(CC(C5)C3)C4)o2)no1	-36	2	-1.5	0	109	-26	7	6	106
CCCc1cc(=O)oc2cc(OC3CCCCC3=O)ccc12 (stereo unspecified)	-26	2	.	-6	97	32	-13	2	95
Cc1ccc(C(=O)CSc2nnc(C(C)C)n2C)cc1C	-12	-1	-0.1	-3	99	-12	1	-9	110
COc1ccc(C[C@H]2CN3C(=NC[C@@H]3C(C)C)N2CCNC(=O)CCC2CCCCC2)cc1	12	4	-0.9	9	130	18	-6	21	103
CCOC(=O)CN1C(=O)CC(c2ccccc2)C1=O (stereo unspecified)	-3	5	-0.2	-14	104	-167	11	7	98
CCOc1ccccc1Nc1nc(N)nc(CSc2nncn2C)n1	-10	-14	-0.5	-4	96	4	10	-3	96
CCOc1ccc(C(=O)Nc2nnn(CC)n2)cc1	-4	-4	-0.5	4	110	13	23	0	105
O=c1c(-c2ccc(Cl)cc2)c[nH]n1-c1ccccc1	-7	4	7.3	-13	108	20	-7	12	108
COc1ccc(CNC(=O)C(=O)c2cn(CC(=O)N3CCCC3)c3ccccc23)cc1	-39	-13	-0.1	-6	110	24	14	8	103
O=c1c([N+](=O)[O-])c(O)c2cccc3c2n1CCC3	4	10	-0.8	5	111	40	23	2	109
OCC1(Cc2ccccc2F)CCCN(CC2CCCCC2)C1 (stereo unspecified)	2	-4	-0.1	1	104	25	1	3	103
COc1ccc(/C=N/NC(=O)CCN2CCN(c3ccccc3)CC2)c(OC)c1OC	-6	0	-1.1	7	120	-7	28	13	106
CCCn1c(=O)c2ccccc2n2c(SCC(=O)NCc3cccs3)nnc12	-11	3	-1.7	18*	101	13	5	3	103

Part of the list above in order of count of non-hydrogen atoms, ascending.
SMILES	FID counter	M18AAP inhibitor	OXTR agonist	GPR7 antagonist	MEKK2 WT-MEK5	PHOSPHO1 inh	NALP1 yeast inh	MEKK2mut PB1 HTS	MEKK3 PB1 HTS
O=c1c([N+](=O)[O-])c(O)c2cccc3c2n1CCC3	4	10	-0.8	5	111	40	23	2	109
O=c1c(-c2ccc(Cl)cc2)c[nH]n1-c1ccccc1	-7	4	7.3	-13	108	20	-7	12	108
OCC1(Cc2ccccc2F)CCCN(CC2CCCCC2)C1 (stereo unspecified)	2	-4	-0.1	1	104	25	1	3	103
CCCn1c(=O)c2ccccc2n2c(SCC(=O)NCc3cccs3)nnc12	-11	3	-1.7	18*	101	13	5	3	103

(list continues)
SMILES	FID counter	M18AAP inhibitor	OXTR agonist	GPR7 antagonist	MEKK2 WT-MEK5	PHOSPHO1 inh	NALP1 yeast inh	MEKK2mut PB1 HTS	MEKK3 PB1 HTS
Cc1ccc(C)c(SCC(=O)Nc2cccnc2Cl)c1	-13	-1	-2.5	-10	91	-18	33*	-1	96
O=C(CNCCO)N1N=C(c2cccs2)CC1c1cccs1 (stereo unspecified)	14	5	-0.4	4	88	40	4	-10	93
COc1ccc(C(C(=O)NC2CCCC2)N(C(=O)c2snc(C(N)=O)c2N)c2ccccc2OC)cc1OC (stereo unspecified)	-30	4	-0.9	4	100	36	6	0	100
Cc1cnc(NC(=O)CSc2nnc(-c3ccncc3)n2C2CCCCC2)s1	10	1	0.3	-11	100	-6	-5	-2	99
Cc1ccc(C(=O)NCc2ccc(N3CCN(C(=O)OC(C)(C)C)CC3)cc2)cc1	-2	1	-1.5	2	.	38	-8	.	.
Cn1c(CO)cnc1SCc1c(Cl)cccc1Cl	-1	-2	-0.7	-5	98	74*	15	-2	100
COC(C(=O)NNS(=O)(=O)c1ccccc1[N+](=O)[O-])c1ccccc1 (stereo unspecified)	-4	5	.	-15	95	.	12	-4	95
Cc1onc(-c2ccc(Cl)cc2)c1-c1ccnc(SCC(=O)Nc2ccc(C(C)C)cc2)n1	-4	7	-2.2	-2	105	36	-14	3	106
CCc1nc2ccc(C(=O)NCc3ccc(C)o3)cc2nc1CC	-28	-8	-3.0	-3	103	23	17	2	103
N#CC1=C(N)OC2=C(C(=O)CC(c3ccco3)C2)C1c1ccc(OCc2c(F)cccc2Cl)cc1 (stereo unspecified)	-34	2	-0.3	13	84	50	24	-7	90
CCCn1c(N)c(N(CCOC)C(=O)c2ccccc2)c(=O)[nH]c1=O	-2	-1	0.8	-6	99	10	17	-5	102
CCC(=O)Nc1ccc2c(c1)ncn2-c1ccc(C)cc1	-13	0	-0.5	-10	97	-12	4	-7	97
COc1ccc(NC2CCCN(C(=O)c3ccc(C(C)=O)cc3)C2)cc1 (stereo unspecified)	-7	-1	.	-12	103	-16	2	5	103
CC(=O)N1CCCc2cc(S(=O)(=O)NC(C(=O)NCc3ccc(C)cc3)C(C)C)ccc21 (stereo unspecified)	-22	-8	-2.1	-12	100	-1	10	2	101
CN(C)S(=O)(=O)c1ccc(C(=O)Nc2nc(-c3cccs3)cs2)cc1	2	-10	9.2	1	105	0	-4	12	109
O=C(O)/C=C\C(=O)Nc1ccc(F)c(F)c1F	4	-8	0.2	0	104	20	4	1	107

Records above marked active in GPR7 antagonist.
compound | M18AAP inhibitor | GPR7 antagonist | MEKK2 WT-MEK5 | PHOSPHO1 inh | NALP1 yeast inh | MEKK2mut PB1 HTS | MEKK3 PB1 HTS
CCCn1c(=O)c2ccccc2n2c(SCC(=O)NCc3cccs3)nnc12 | 3 | 18* | 101 | 13 | 5 | 3 | 103

No enrichment for hits; any-hit rate near 6.2%.
